Assay outcomes from PubChem BioAssay.
RECQ1 inh – inhibitors of human RECQ1 DNA helicase | P46063 | RECQ1 DNA unwinding, red fluorescence kinetic read | Potency, µM (titrated, usually from 57.3 µM), for inactives: at the highest dose activity, negative = inhibition, most hits filed as inhibitors | hit rate 0.54% among 240,000;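 also: plate controls were vehicle for no effect and no enzyme for full effect; nearly all actives have a fitted effect of over 30% in size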
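RECQ1T1 50 nM; forked duplex (20 bp + 30-nt ss tails) 200 nM, ATP 2 mM final; pH 8.0, 2 mM MgCl2, 2.5 ug/ml poly(dI-dC); 15 min compound preincubation; discontinuous kinetic read over 2 h at RT.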
TRb-SRC2 inh – inhibitors of human thyroid hormone receptor beta-SRC2 interaction | P10828 | TRbeta-SRC2 peptide binding, fluorescence polarization; receptor liganded with 1 µM T3 | Potency, µM (titrated, usually from 106 µM), inactives show top-dose activity change, negative = inhibition, most hits filed as inhibitors | hit rate 0.065% among 280,000 | AID 1469;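 also: plate controls were bound peptide for no effect and peptide without receptor for full effect; nearly all actives have a fitted effect of over 50% in size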
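A fluorescence polarization screen tested compounds at multiple concentrations against complex formation between 0.6 uM TRb ligand-binding domain and 20 nM Texas Red SRC2 peptide, with 1 uM T3 present; readout after 5 hr.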
Tau fluor counter – counter-screen for tau fibril formation inhibitors; tau K18 P301L Alexa594 fluorescence, heparin fibrillization; Potency, µM (top dose mostly 57.7 µM), for the others: at the top dose activity change, negative = decrease; hit rate 0.93% among 280,000; also: % is scaled to controls: 0 for no effect and ±100 for the full control effect; nearly all actives have a fitted effect of over 55% in size
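Human tau K18 P301L (15 uM unlabeled, 0.24 uM Alexa 594-labeled) in 100 mM sodium acetate pH 7 with 20 uM heparin, 6 hr at 37 C. ThT 30 uM added, 1 hr ambient; Alexa 594 FP and total fluorescence read at 555/632 nm.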
TexasRed fluor – alters Texas Red total fluorescence, flagging assay interference. hit rate 0.29% among 280,000. TRb/SRC2 Texas Red total fluorescence interference. Potency, µM (highest dose often 106 µM), for the others: top-dose fluorescence change, negative = quenching; active = well fitted curve in either direction with a large enough effect; inconclusive = small, poorly fitted or top-dose-only effect; also: % is scaled to controls: 0 for no effect and ±100 for the full control effect
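Flags fluorescent or light-absorbing compounds by total fluorescence, S + 2P, at 555 nm excitation and 632 nm emission. Mixture: 20 nM Texas Red SRC2 peptide, 0.6 uM human TRb LBD, 1 uM T3, 5% DMSO; compound exposure 5 h at ambient temperature.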
HTT cytoprotect – cytoprotection in Huntington HTT-Q103 PC12 cell model; PC12 HTT-Q103 induced, cytoprotection, ATP luminescence, 40 h; Potency, µM (top dose mostly 56.4 µM), for inactives: cytoprotection (ATP increase), usual class: activators; hit rate 0.14% among 230,000; AID 1471;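 also: % of control where 0% means no effect; nearly all actives have a fitted effect of over 45% in size; toxic huntingtin expression switched on by the ecdysone agonist tebufenozide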
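Compounds were screened for protection of PC12 cells against cell death after tebufenozide induction (100 nM final) of mutant Huntingtin exon 1 (Q103) fused to GFP.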
Tau FP inhib – inhibitors of human tau fibril formation. hit rate 0.39% among 280,000. Potency, µM (series often up to 57.7 µM), for inactives: at the highest dose activity, negative = inhibition, actives largely listed as inhibitors. P10636. AID 1468. K18 P301L tau heparin fibrillization, Alexa594 FP, 6 h; also: % is scaled to controls: 0 for no effect and ±100 for the full control effect; nearly all actives have a fitted effect of over 55% in size
Target sequence (P10636 561-689 P618L limits assumed): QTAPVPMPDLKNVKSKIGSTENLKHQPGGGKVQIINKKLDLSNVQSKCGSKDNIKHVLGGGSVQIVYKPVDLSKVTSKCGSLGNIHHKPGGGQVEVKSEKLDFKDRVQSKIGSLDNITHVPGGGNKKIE
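Quantitative HTS format: compounds meet 15 uM recombinant K18 P301L tau and Alexa 594-tau tracer in 100 mM sodium acetate pH 7; 20 uM heparin triggers fibrillization at 37 C over 6 hr; FP gives the signal.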
L3MBTL1 block – blocks human L3MBTL1 | Q9Y468 | Potency, µM (series often up to 57.1 µM), inactives show at the top dose activity, negative = inhibition, most hits filed as inhibitors | hit rate 0.66% among 230,000 | AlphaScreen L3MBTL1–H3K9me1 peptide binding; also: % is scaled to controls: 0 for no effect and ±100 for the full control effect; nearly all actives have a fitted effect of over 60% in size
Target sequence (Q9Y468 whole entry, looked up): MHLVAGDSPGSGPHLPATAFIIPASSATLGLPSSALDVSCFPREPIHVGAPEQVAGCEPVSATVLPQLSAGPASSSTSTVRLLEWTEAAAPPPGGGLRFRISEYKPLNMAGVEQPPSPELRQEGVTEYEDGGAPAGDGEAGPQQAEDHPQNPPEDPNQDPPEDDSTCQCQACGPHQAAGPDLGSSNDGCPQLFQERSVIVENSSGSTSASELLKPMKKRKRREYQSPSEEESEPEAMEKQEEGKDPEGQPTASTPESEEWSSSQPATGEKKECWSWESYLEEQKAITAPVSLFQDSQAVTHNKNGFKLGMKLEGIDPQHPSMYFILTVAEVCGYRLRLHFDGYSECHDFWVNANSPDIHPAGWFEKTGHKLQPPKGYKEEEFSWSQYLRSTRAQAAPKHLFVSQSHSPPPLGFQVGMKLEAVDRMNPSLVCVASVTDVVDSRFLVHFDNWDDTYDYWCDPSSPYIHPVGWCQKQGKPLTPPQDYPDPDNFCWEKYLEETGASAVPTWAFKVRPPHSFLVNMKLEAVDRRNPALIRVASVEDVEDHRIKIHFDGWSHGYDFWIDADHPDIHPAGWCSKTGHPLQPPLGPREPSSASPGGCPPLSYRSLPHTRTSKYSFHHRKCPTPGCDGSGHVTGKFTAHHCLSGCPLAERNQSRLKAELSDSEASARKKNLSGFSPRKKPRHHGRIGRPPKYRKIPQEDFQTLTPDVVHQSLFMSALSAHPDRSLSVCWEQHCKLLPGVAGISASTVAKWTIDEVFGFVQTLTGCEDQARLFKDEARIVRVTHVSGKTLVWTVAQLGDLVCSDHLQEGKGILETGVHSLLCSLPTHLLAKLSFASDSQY
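AlphaScreen assay: L3MBTL1 (50 nM final) was preincubated 30 min at room temperature with biotinylated H3(1-15)K9me1 peptide (75 nM final), then 30 min with library compounds; streptavidin donor and nickel chelate acceptor beads (10 ug/mL final) added, 30 min dark.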
Tau fibril ThT – tau fibrillization inhibition (ThT binding); recombinant tau K18 P301L, heparin-induced fibrillization, ThT fluorescence; Potency, µM (series often up to 57.4 µM), for inactives: at the highest dose activity, negative = inhibition, most hits filed as inhibitors; hit rate 2.1% among 270,000; also: % is scaled to controls: 0 for no effect and ±100 for the full control effect; nearly all actives have a fitted effect of over 55% in size
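Fibril formation assay: tau K18 P301L at 15 uM with trace Alexa 594 label, heparin inducer 20 uM, pH 7 sodium acetate buffer, 37 C for 6 hr; endpoint ThT signal.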
An asterisk follows results filed as active; & = joins results of further samples; [ ] = dose if it differs, or a comment. Unless noted, calls follow the shape of the dose curve; as a rule, active = well fitted curve in the direction sought with a large enough effect; inconclusive = small, poorly fitted or top-dose-only effect, or another doubt; inactive = no such curve, though single readings can be large; an effect the other way counts as inactive or inconclusive. Potency is read from the fitted curve at half-maximal effect.

For C=CCC1CCCCC12NC(=O)NC2=O (centres undefined) the results were RECQ1 inh inactive, TRb-SRC2 inh -29%, Tau fluor counter -6%, TexasRed fluor 2%, HTT cytoprotect 23%, Tau FP inhib 2% and Tau fibril ThT -5%.
Screening Cc1ccc(C(=O)c2cc([N+](=O)[O-])ccc2N2CCOCC2)c(C)c1 returned RECQ1 inh inactive, TRb-SRC2 inh 3%, Tau fluor counter -20%, TexasRed fluor -2%, HTT cytoprotect -93%[inhibitor], Tau FP inhib 7%, L3MBTL1 block -8% and Tau fibril ThT -8%.
`Cc1ccc(S(=O)(=O)NC(C(=O)Oc2ccc3ccc(=O)oc3c2)c2ccccc2)cc1` (centres undefined) gave RECQ1 inh -1%, TRb-SRC2 inh 0%, Tau fluor counter 3%, TexasRed fluor -7%, HTT cytoprotect 21%[10 µM], Tau FP inhib 1%, L3MBTL1 block 9% and Tau fibril ThT inconclusive.
For Cc1sc2c(=O)n3c(nc2c1C(=O)NCCCN1CCOCC1)CCCCC3 the results were RECQ1 inh -15%, TRb-SRC2 inh -1%, Tau fluor counter -2%, TexasRed fluor -3%, HTT cytoprotect -11%[0.074 µM], Tau FP inhib -2%, L3MBTL1 block 0% and Tau fibril ThT 1%.
For COc1ccc(CCCc2nnc(SCC(=O)Nc3ccc(C)cc3)o2)cc1C the results were TRb-SRC2 inh 1%, Tau fluor counter -16%, TexasRed fluor -2%, Tau FP inhib -13% and Tau fibril ThT -13%.
Screening CC(C)(C)NC(=O)C(c1ccccc1)N(C(=O)c1csnn1)C1CC1 (centres undefined) returned RECQ1 inh inactive, TRb-SRC2 inh -4%, Tau fluor counter 1%, TexasRed fluor -10%, HTT cytoprotect -7%, Tau FP inhib 1%, L3MBTL1 block 2% and Tau fibril ThT -5%.
Cc1ccnc(NC(c2ccsc2)c2ccc3ccc(C)nc3c2O)c1 (centres undefined) was read as RECQ1 inh inactive, TRb-SRC2 inh 0%, Tau fluor counter -3%, TexasRed fluor 5%, HTT cytoprotect -19%[1.9 µM], Tau FP inhib 4%, L3MBTL1 block -25% and Tau fibril ThT inconclusive.
Screening OCCC1CN(Cc2ccc3nsnc3c2)CCN1C1CCCC1 (centres undefined) returned RECQ1 inh -4%, TRb-SRC2 inh 3%, Tau fluor counter -2%, TexasRed fluor 2%, HTT cytoprotect -19%, Tau FP inhib -3%, L3MBTL1 block 2% and Tau fibril ThT -1%.
Screening O=C1c2ccccc2C(=O)N1CCCCN(C(=O)c1ccco1)c1ccc(Cl)cc1 returned RECQ1 inh inactive, TRb-SRC2 inh -5%, Tau fluor counter -11%, TexasRed fluor -4%, HTT cytoprotect 16%, Tau FP inhib 6%, L3MBTL1 block -6% and Tau fibril ThT -17%.
For O=C(N/N=C/c1ccc(C(F)(F)F)cc1)c1ccc(O)cc1 the results were RECQ1 inh -5%, TRb-SRC2 inh 8%, Tau fluor counter -10%, TexasRed fluor -4%, HTT cytoprotect -26%[10 µM], Tau FP inhib -2%, L3MBTL1 block 1% and Tau fibril ThT -6%.
`COc1ccc(-c2cc(C(F)(F)F)nc(SCCC(=O)NCc3ccccc3)n2)cc1` gave RECQ1 inh 1%, TRb-SRC2 inh -1%, Tau fluor counter -11%, TexasRed fluor -1%, HTT cytoprotect -8%, Tau FP inhib inconclusive and Tau fibril ThT -1%.
For CC1(C)SC2C(NC(=O)COc3ccccc3)C(=O)N2C1C(=O)O (centres undefined) the results were RECQ1 inh 0%&9%, TRb-SRC2 inh -3%&-3%, Tau fluor counter -6%&0%, TexasRed fluor -1%&1%, HTT cytoprotect -44%[inhibitor], Tau FP inhib -4%&3%, L3MBTL1 block 1%&9% and Tau fibril ThT -5%&1%.
Screening CCn1c(CNC(=O)c2ccccc2F)nnc1SCc1nc2ccccc2c(=O)[nH]1 returned RECQ1 inh inactive, TRb-SRC2 inh 0%, Tau fluor counter 13%, TexasRed fluor 0%, HTT cytoprotect -14%, Tau FP inhib 3%, L3MBTL1 block -5% and Tau fibril ThT 3%.
Screening Cc1cc(C)c2c(c1)/C(=N/NC(=S)Nc1ccc(F)cc1)CCC2 returned RECQ1 inh inactive, TRb-SRC2 inh -3%, Tau fluor counter -16%, TexasRed fluor 0%, HTT cytoprotect -34%, Tau FP inhib -1% and Tau fibril ThT -18%.
For CCOc1ccccc1CNCc1cccn1-c1nnc(N2CCN(c3ccccc3)CC2)s1 the results were TRb-SRC2 inh 4%, Tau fluor counter -8%, TexasRed fluor 5%, Tau FP inhib -9% and Tau fibril ThT inconclusive.
For CCCCC(=O)Nc1ccc(C(=O)Nc2ccc(S(=O)(=O)Nc3nccc(C)n3)cc2)cc1 the results were RECQ1 inh 7%, TRb-SRC2 inh 9%[53 µM], Tau fluor counter 1%, TexasRed fluor -1%[53 µM], HTT cytoprotect -20%[10 µM], Tau FP inhib inconclusive, L3MBTL1 block 1% and Tau fibril ThT 13%.
Cc1ccc(NC(=O)CSc2nc3ccccc3n2CC(=O)N(C)C2CCCCC2)cc1C was read as TRb-SRC2 inh -2%, Tau fluor counter 8%, TexasRed fluor 0%, Tau FP inhib -2% and Tau fibril ThT 10%.
Screening CCOC(=O)CN1NC2(CCCCC2)NC1=S returned RECQ1 inh -8%, TRb-SRC2 inh -3%, Tau fluor counter -8%, TexasRed fluor -10%, HTT cytoprotect -1%, Tau FP inhib 0% and Tau fibril ThT -8%.
Screening OCCC1CN(Cc2cnc(N3CCOCC3)s2)CCN1C1CCCC1 (centres undefined) returned RECQ1 inh inactive, TRb-SRC2 inh -13%, Tau fluor counter -8%, TexasRed fluor -4%, HTT cytoprotect -9%[10 µM], Tau FP inhib -8%, L3MBTL1 block 45%[activator] and Tau fibril ThT -3%.
c1ccc(COC2CCCN(Cc3nc(-c4cnccn4)no3)C2)nc1 (centres undefined) was read as RECQ1 inh inactive, TRb-SRC2 inh -5%, Tau fluor counter 1%, TexasRed fluor -10%, HTT cytoprotect -22%, Tau FP inhib -6%, L3MBTL1 block 37%[activator] and Tau fibril ThT 6%.
`N=c1c2c(-c3ccccc3)c(-c3ccccc3)n(Cc3ccccc3)c2ncn1CCO` gave RECQ1 inh -15%, TRb-SRC2 inh -5%, Tau fluor counter 3%, TexasRed fluor -6%, HTT cytoprotect -91%[inhibitor], Tau FP inhib -7%, L3MBTL1 block 17% and Tau fibril ThT -11%.
`CCOC(=O)N1CCC(N2Cc3cccc(C(=O)N4CCN(C5CCCCC5)CC4)c3C2=O)CC1` gave RECQ1 inh -2%, TRb-SRC2 inh -12%, Tau fluor counter -5%, TexasRed fluor -1%, HTT cytoprotect 6%, Tau FP inhib 2% and Tau fibril ThT -9%.
For CCCSc1nc2c(c(=O)[nH]c(=O)n2C)n1CC(O)COc1ccccc1 (centres undefined) the results were RECQ1 inh -7%, TRb-SRC2 inh -4%, Tau fluor counter -13%, TexasRed fluor 0%, HTT cytoprotect 15%[10 µM], Tau FP inhib -8%, L3MBTL1 block 4% and Tau fibril ThT -6%.
COc1ccc(Cl)cc1NC(=S)Nc1ccccc1F was read as RECQ1 inh inactive, TRb-SRC2 inh 4%, Tau fluor counter -14%, TexasRed fluor -2%, HTT cytoprotect -21%, Tau FP inhib -14%, L3MBTL1 block -3% and Tau fibril ThT 4%.
CS(=O)(=O)n1nc(-c2ccco2)nc1N was read as RECQ1 inh inactive, TRb-SRC2 inh -5%, Tau fluor counter -3%, TexasRed fluor -4%, Tau FP inhib -4%, L3MBTL1 block -4% and Tau fibril ThT -1%.
`O=S(=O)(c1ccccc1)n1ccc2cccnc21` gave RECQ1 inh -3%, TRb-SRC2 inh -14%, Tau fluor counter -3%, TexasRed fluor -3%, HTT cytoprotect -16%, Tau FP inhib 3%, L3MBTL1 block 4% and Tau fibril ThT -5%.
For COc1ccc(-c2nc(-c3ccncc3)no2)cc1OC the results were RECQ1 inh -4%, TRb-SRC2 inh -14%, Tau fluor counter -2%, TexasRed fluor -2%, HTT cytoprotect -26%[10 µM], Tau FP inhib -2%, L3MBTL1 block -8% and Tau fibril ThT inconclusive.
For Cc1cc(Nc2ccccc2)nc(N2CCOCC2)n1 the results were RECQ1 inh -10%, TRb-SRC2 inh -7%, Tau fluor counter -15%, TexasRed fluor -2%, HTT cytoprotect 13%, Tau FP inhib -2% and Tau fibril ThT -12%.
`CCc1cc2c3c(c1)C(C)CC(C)(C)N3C(=O)C2=O` (centres undefined) gave RECQ1 inh -3%, TRb-SRC2 inh -5%, Tau fluor counter -2%, TexasRed fluor -1%, HTT cytoprotect 43%[10 µM], Tau FP inhib 5%, L3MBTL1 block -12% and Tau fibril ThT inconclusive.
Screening O=C(O)C1CCCCC1C(=O)Nc1ccccc1F (centres undefined) returned RECQ1 inh 8%, TRb-SRC2 inh 9%, Tau fluor counter -11%, TexasRed fluor -4%, HTT cytoprotect -1%, Tau FP inhib 2%, L3MBTL1 block 35%[activator][11.4 µM] and Tau fibril ThT -15%.

These rows are one share of the data, so the mix of outcomes need not match the whole.
